NALP1 inh = blocks the NALP1 inflammasome reconstituted in yeast | S. cerevisiae NALP1/ASC/caspase-1 growth, X-gal OD620, 72 h | inhibition, % at 10 µM | 280,000 compounds, 0.61% hits | AID 2071; in the data active = inhibition mostly above about 24%, no sharp cut-off; inactive = mostly below about 32%; also: some compounds called inactive have numbers as strong as hits
MEKK2 WT-MEK5 = raises or lowers MEK5 binding to wildtype human MEKK2 PB1 domain | Q9Y2U5 | bead flow cytometry, Alexa488-MEK5 binding to MEKK2 WT; actives lie on both sides | binding response (% of control), % at 10 µM | 290,000 compounds, 1.1% hits | AID 1531; in the data active = binding response below about 67% or above about 130%
GPR7 antagonist = blocks human GPR7 receptor signaling. GPR7-expressing cells, fluorescence antagonist assay. inhibition, % at 4.4 µM. 290,000 compounds, 1.1% hits; in the data active = inhibition above about 16%, passing the limit was not always enough;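 also: cells stimulated with the agonist NPW; 0% = agonist with vehicle and 100% = vehicle without agonist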
PHOSPHO1 inh = blocks human PHOSPHO1 phosphatase activity. Q8TCT1. recombinant PHOSPHO1, absorbance phosphatase assay. inhibition, % at 13.3 µM. 290,000 compounds, 1.1% hits; in the data active = inhibition above about 60%
Target sequence (Q8TCT1 whole entry, looked up): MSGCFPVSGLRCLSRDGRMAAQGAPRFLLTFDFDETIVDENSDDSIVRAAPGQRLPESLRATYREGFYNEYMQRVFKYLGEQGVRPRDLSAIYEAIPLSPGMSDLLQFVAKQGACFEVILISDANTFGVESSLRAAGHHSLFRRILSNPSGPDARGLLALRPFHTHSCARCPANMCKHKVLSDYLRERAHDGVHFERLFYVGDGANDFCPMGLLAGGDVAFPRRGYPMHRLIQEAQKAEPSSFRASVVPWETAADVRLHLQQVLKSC
FID counter = counter-screen for HCV NS3 helicase inhibitors: DNA intercalator displacement; DNA fluorescent intercalator displacement, fluorescence; inhibition, % at 7.9 µM; 290,000 compounds, 0.17% hits; in the data active = inhibition above about 37%;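 also: 0% = vehicle and 100% = reference compound; higher means more ethidium bromide displaced from hairpin DNA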
OXTR ag = human OXTR agonism | P30559 | CHO-OTR cells, Fluo-8 calcium fluorescence; normalized: DMSO 0%, oxytocin 100% | activation, % at 3 µM | 320,000 compounds, 0.32% hits | AID 2435;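 active = activation above the mean of all tested compounds plus 3 SD, cutoff set per screening run, cut at about 20% in these data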;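 also: peak over basal fluorescence ratio from a 100 s FLIPR kinetic read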
MEKK3 PB1 HTS = MEKK3-MEK5 PB1 interaction, increase or decrease. binding response (% of control), % at 10 µM. AID 1529. bead-based flow cytometry, Alexa488-MEK5 binding to MEKK3; actives lie on both sides; 0 = blocked by unlabeled MEK5, 100 = vehicle. 290,000 compounds, 1.4% hits. Q99759;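 active = binding response more than 3 SD above or below the average of its plate-row segment, actives on both sides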;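 also: Alexa488 bead fluorescence after subtracting the streptavidin-only scavenger bead signal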
Target sequence (Q99759 whole entry, looked up): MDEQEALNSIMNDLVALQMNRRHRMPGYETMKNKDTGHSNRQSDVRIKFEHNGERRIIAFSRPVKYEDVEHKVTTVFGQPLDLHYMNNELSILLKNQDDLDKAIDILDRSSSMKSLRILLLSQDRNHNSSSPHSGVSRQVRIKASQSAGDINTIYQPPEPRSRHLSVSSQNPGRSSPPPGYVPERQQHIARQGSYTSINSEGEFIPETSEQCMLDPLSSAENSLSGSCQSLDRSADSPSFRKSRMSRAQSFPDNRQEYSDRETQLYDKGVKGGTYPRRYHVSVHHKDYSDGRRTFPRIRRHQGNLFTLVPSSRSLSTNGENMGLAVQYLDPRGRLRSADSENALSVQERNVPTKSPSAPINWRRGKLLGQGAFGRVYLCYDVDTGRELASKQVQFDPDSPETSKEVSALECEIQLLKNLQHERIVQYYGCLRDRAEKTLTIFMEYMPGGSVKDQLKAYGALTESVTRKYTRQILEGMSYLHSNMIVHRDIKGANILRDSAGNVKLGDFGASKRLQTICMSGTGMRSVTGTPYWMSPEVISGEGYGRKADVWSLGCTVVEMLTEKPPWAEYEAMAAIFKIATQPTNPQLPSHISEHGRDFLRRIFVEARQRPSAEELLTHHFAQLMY
MEKK2 mut-MEK5 = signal of MEK5 binding to mutant human MEKK2 PB1 domain. 290,000 compounds, 0.35% hits. bead flow cytometry, Alexa488-MEK5 binding to MEKK2 mutant. percent response, % at 10 µM; in the data active = percent response above about 24%, passing the limit was not always enough; also: inactives centre near 1; some results filed as inactive read as strong as hits; reference of the scale not given here
M18AAP inhibitor = blocks P. falciparum M18 aspartyl aminopeptidase; recombinant PfM18AAP, H-Glu-NHMec fluorogenic cleavage; inhibition, % at 7.35 µM; 290,000 compounds, 1.2% hits;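 active = inhibition above the campaign mean inhibition over all tested compounds plus 3 SD, cut at about 28% in these data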;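 also: 0% = plate median of test compound wells and 100% = 2 mM ZnCl2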
Active calls of the source: *; / = no result given.

Each structure is followed by: NALP1 inh	MEKK2 WT-MEK5	GPR7 antagonist	PHOSPHO1 inh	FID counter	OXTR ag	MEKK3 PB1 HTS	MEKK2 mut-MEK5	M18AAP inhibitor
- CC(=O)NC(CC(=O)Nc1ccc(S(=O)(=O)N2CCCCC2)cc1)c1ccccc1 (stereo unspecified)
    -12	94	5	8	-15	1.1	91	-6	0
- CC(C)Sc1ccc(C(=O)Nc2ccc(F)cc2F)cn1
    10	107	11	-13	-5	-2.5	105	11	2
- COc1ccc(N2CCN(C(=O)c3ccc(F)cc3)CC2)c([N+](=O)[O-])c1
    11	96	14	27	-20	12	99	-1	0
- O=C(Cc1noc2ccccc12)Nc1ccc(Cl)cc1
    47	108	0	-8	-5	-0.6	104	4	-5
- O=C(CS(=O)(=O)c1ccccc1)c1cc2cc(F)ccc2oc1=O
    -10	106	3	28	-30	-1.0	103	5	28*
- COc1cccc(OCC(O)CN2CCN(c3ccc(F)cc3)CC2)c1 (stereo unspecified)
    0	107	6	37	-1	1.5	99	5	6
- COc1cccc(NC(=O)Nn2cnnc2)c1
    5	104	5	-29	-4	/	103	0	63*
- CCOC(=O)c1ccc(NC(=O)NS(=O)(=O)c2ccc(C)cc2)cc1
    15	104	-8	18	-1	-0.1	105	3	-3
- COc1nc(OC)nc(N2CCCCCC2)n1
    42	100	-9	-6	1	-1.6	98	5	-4
- Cc1cccc(N2CCC(N=CN(C)C)=N2)c1
    5	88	8	0	8	-0.6	97	-13	4
- COc1ccc(CCNC(=O)CN2CCOc3ccccc32)cc1OC
    20	90	6	-14	-9	-0.5	107	7	-3
- COC(=O)C(=Nc1ccccc1)/C(C(=O)C(=O)N(C)c1ccccc1)=C(\O)c1ccccc1
    -28	98	-2	8	-16	0.4	101	-5	4
- COc1ccc(CN2CC(=O)N(c3ccccc3C)C2=S)cc1OC
    13	101	6	-3	-9	0.7	105	3	10
- O=C(O)Cn1c(C(F)(F)F)nc2ccccc21
    17	99	-10	2	-6	1.6	98	7	-5
- CCC(C)c1ccc(O)c(/C=N/O)c1 (stereo unspecified)
    6	106	-6	1	1	-1.7	101	13	7
- O=c1[nH]c2ccc(S(=O)(=O)N3CCN(c4ccc(F)cc4)CC3)cc2o1
    13	95	-8	2	-2	4.0	102	0	4
- COc1ccc(NC(=O)COC(=O)CCCN2C(=O)c3ccccc3C2=O)cc1Cl
    34	102	-1	-2	-13	8.6	106	0	-3
- COC(=O)c1cc(Br)c(=O)n(Cc2cccnc2)c1
    -4	102	3	2	-2	0.7	102	-1	0
- O=S1(=O)CCC(N=Cc2cc(Br)ccc2O)C1 (stereo unspecified)
    3	96	-8	-15	0	0.7	100	0	-3
- Cc1c(-c2ccccc2)nc2ccccc2c1C(=O)NCc1cccs1
    23	99	-2	36	-8	1.7	99	9	4
- Cc1[nH][nH]c(=O)c1C(c1cc2c(cc1Br)OCO2)c1c(C)[nH][nH]c1=O
    15	23*	-5	1	-7	-0.3	103	36	19
- Clc1c(OCCCn2ccnc2)ccc2ccccc12
    12	109	12	14	4	9.4	104	10	-3
- Cc1ccc(N2CCN(c3ncccc3[N+](=O)[O-])CC2)c(C)c1
    16	102	-32	42	-14	-1.9	102	6	4
- COc1ccc(S(=O)(=O)N(C)C)cc1NC(=O)Cc1cccs1
    15	99	-3	32	-6	1.2	108	-2	-1
- O=C(NC(Cc1ccccc1)C(=O)O)/C(=C/c1ccc([N+](=O)[O-])cc1)NC(=O)c1ccc(Br)o1 (stereo unspecified)
    30	100	2	15	-25	0.5	102	2	3
- O=C(c1ccc(Br)cc1)c1cc([N+](=O)[O-])ccc1N1CCCCC1
    12	86	8	32	9	-1.2	94	-5	0
- CC(C)OC(=O)CNc1n[nH]c(=S)[nH]c1=O
    -6	92	-2	14	4	/	94	-7	3
- CC1CC(C)(C)NC(=S)N1CCCC(=O)N1CCN(c2ccccc2F)CC1 (stereo unspecified)
    13	99	-9	-7	-27	-1.5	97	-1	-6
- CCOC(=O)C1=C(CSc2nccn2C)NC(=O)NC1c1ccc2c(c1)OCO2 (stereo unspecified)
    12	115	-9	-27	-4	0.0	116	14	0
- Cc1ccc(/C=C2/SC(=S)N(CCC(=O)N3CCOCC3)C2=O)cc1
    5	103	-10	6	-11	-0.4	103	10	5

A draw from above in order of heavy-atom count, highest first:
Each structure is followed by: NALP1 inh	MEKK2 WT-MEK5	GPR7 antagonist	PHOSPHO1 inh	FID counter	OXTR ag	MEKK3 PB1 HTS	MEKK2 mut-MEK5	M18AAP inhibitor
- CC1CC(C)(C)NC(=S)N1CCCC(=O)N1CCN(c2ccccc2F)CC1 (stereo unspecified)
    13	99	-9	-7	-27	-1.5	97	-1	-6
- O=c1[nH]c2ccc(S(=O)(=O)N3CCN(c4ccc(F)cc4)CC3)cc2o1
    13	95	-8	2	-2	4.0	102	0	4
- COC(=O)c1cc(Br)c(=O)n(Cc2cccnc2)c1
    -4	102	3	2	-2	0.7	102	-1	0

Remaining list, next part
Each structure is followed by: NALP1 inh	MEKK2 WT-MEK5	GPR7 antagonist	PHOSPHO1 inh	FID counter	OXTR ag	MEKK3 PB1 HTS	MEKK2 mut-MEK5	M18AAP inhibitor
- O=C(N=C1SC2CS(=O)(=O)CC2N1c1ccc(F)cc1)C1CC1 (stereo unspecified)
    -4	106	-9	27	-5	1.1	102	3	-3
- c1ccc2oc(-c3ccc(Nc4nc(N5CCCCC5)nc(N5CCOCC5)n4)cc3)nc2c1
    16	/	-8	7	-3	0.5	/	/	-10
- CC(C)n1cc(CN2CCC(n3nccc3NC(=O)CCCc3ccccc3)CC2)cn1
    -3	111	-4	32	11	/	100	4	-6
- CC1(C)Cc2c(c(N3CCOCC3)nc3sc(C(=O)Nc4cccc(Cl)c4)c(N)c23)CO1
    18	98	-5	6	-22	0.0	98	0	41*
- COc1ccc(-c2coc3cc4oc(=O)cc(-c5ccccc5)c4cc23)cc1F
    13	106	-7	-19	-2	-1.2	132*	0	-2
- O=C(NCC1c2ccccc2CCN1C(=O)CN1CCOCC1)C1CCCCC1 (stereo unspecified)
    1	100	-6	18	-6	-1.7	94	-1	-4
- O=C(CSc1ncn[nH]1)NCCc1ccc(Cl)cc1
    3	95	-1	51	-5	0.3	103	-3	15
- Cc1nn(CC(=O)NCCCN2CCC(Cc3ccccc3)CC2)c(=O)c2cc(-c3ccccc3)nn12
    -3	161*	14	44	7	5.0	108	48*	0
- CCOC(=O)c1ccc(NC(=O)c2ccc(NC(=O)C3CCCO3)cc2)cc1 (stereo unspecified)
    11	93	-8	32	-30	6.7	98	-5	-9
- CC(C)COc1ccc(-c2nn(-c3ccccc3)cc2/C=C2/SC(=S)N(CC(=O)O)C2=O)cc1
    1	101	-15	35	-9	1.7	112	10	3
- CC(=O)c1c(C)[nH]c(C(=O)OCc2nnc(-c3ccccc3)o2)c1C
    8	119	10	14	-26	12	117	9	-2
- COc1cc(N2C(=O)CSC23C(=O)Nc2ccccc23)cc(OC)c1OC (stereo unspecified)
    -1	107	-5	-7	-5	0.0	105	3	0
- O=C(CSc1nc2ccccc2o1)Nc1nc2ccc(Br)cc2s1
    -22	100	-11	22	1	-0.9	101	3	-1
- COc1cc(OC)cc(-c2nnc(SCc3cccnc3)o2)c1
    2	96	-5	-2	-24	-1.2	94	-1	-2
- NN(Cc1ccccc1)C(=S)Nc1ccc(Cl)c(Cl)c1
    9	109	10	7	3	-1.5	106	7	30*
- Cc1cccc(C)c1NC(=O)CNCC(=O)N(C)C
    -6	98	2	28	0	0.5	100	-3	2
- CCOC(=O)C1=CN(C)C=C(C(=O)OCC)C1c1ccsc1
    1	96	7	4	-13	-2.1	101	2	13
- O=c1cc(CO)occ1OCc1c(F)cccc1Cl
    8	102	1	37	-1	0.2	103	-4	2
- NS(=O)(=O)c1cc2c(cc1Cl)NC(C(Cl)Cl)NS2(=O)=O (stereo unspecified)
    2	102	-5	4	-2	0.4	94	2	-3
- OCCNc1cc(Cl)ncn1
    /	88	-17	18	0	0.6	91	-6	-1
- O=C(NCCN1CCN(C(=O)c2ccc([N+](=O)[O-])cc2)CC1)C(=O)Nc1ccc(F)cc1
    8	106	-1	23	-24	0.6	104	8	1
- COc1cc2ccc3c(CCN(C)C)cc(OC)c(OC)c3c2cc1OC
    8	113	-14	3	2	0.5	104	5	0
- COc1cc(/C(C)=N/NC(=O)c2cccc(S(=O)(=O)N3CCCC3)c2)cc(OC)c1OC
    5	103	3	-4	-29	-0.2	102	0	1
- Cc1cc(C(=O)NNC(=O)/C=C/c2ccccc2Cl)c(C)o1
    7	103	-18	24	-9	-1.0	98	4	8
- COc1cc2c(=O)n(CC3CCCO3)c(=O)n(CC(=O)Nc3ccc(F)cc3F)c2cc1OC (stereo unspecified)
    38	/	-5	-18	-4	-0.7	/	/	-5
- CC(=O)NC1C(OCc2ccccc2)OC2COC(c3ccccc3)OC2C1OCC(=O)O (stereo unspecified)
    -2	/	3	28	-25	0.8	/	/	-15
- CSc1ccc(S(=O)(=O)NCc2ccc(Cl)cc2Cl)cc1
    7	102	-7	12	-11	-1.6	102	7	6
- Cc1ccc(C(=O)CSc2nc(C)cc(C)c2C(N)=O)cc1
    29	94	-15	26	-9	2.0	95	-4	3
- COc1ccc(CCNC(=O)COC(=O)/C=C/c2ccc(OC)c(OC)c2)cc1
    17	136	-8	13	-27	0.4	107	12	-2
- O=C(c1ccc(Cn2c(=S)[nH]c3cc4c(cc3c2=O)OCO4)cc1)N1CCN(c2ccccc2)CC1
    -11	94	-9	2	1	0.3	103	-6	2
- COc1cccc(/C=N/NC(=O)CC(=O)NCCc2ccc(OC)c(OC)c2)c1
    33	94	4	-3	-16	1.4	98	-3	4
- COc1ccc(CCNC(=O)CCCCCN2C(=O)c3ccccc3C2=O)cc1
    6	110	-4	16	-29	-0.3	105	3	4
- CCCc1nnc(SCC(=O)Nc2ccc(OC)cc2)n1N
    27	99	-7	20	0	0.4	102	5	25
- Cc1cccc(C(=O)NNC(=O)c2ccccc2[N+](=O)[O-])c1
    -5	102	-14	/	-2	0.5	103	1	5
- CC1=Nc2ccc(Br)cc2C(c2ccccc2)N1CC(=O)NN (stereo unspecified)
    -1	114	-15	49	13	0.5	100	22	1
- Cc1cccc(C(C)C)c1NC(=O)c1cc2ccccc2o1
    -7	99	4	49	-13	-2.1	97	1	-5
- O=C(CCC(=O)c1ccc[nH]1)c1ccc(Cl)cc1
    27*	108	2	-35	-9	11	111	5	-12
- Cc1nc(S/C(C(=O)O)=C2/C(=O)Nc3ccccc32)n[nH]1
    /	96	-11	23	-1	0.1	97	-5	0
- CNC(=O)c1cc2c(ccc3ccccc32)o1
    3	93	-9	-1	-5	-1.1	97	-4	5
- COCCNC(=O)C(c1ccc(C)o1)N(Cc1ccccc1)C(=O)Cn1nnc2ccccc21 (stereo unspecified)
    22	98	-3	-3	-29	-1.8	99	4	-14
- COC(=O)N/N=C/c1cn(CCOc2cccc(OC)c2)c2ccccc12
    -2	111	10	18	-19	5.0	114	10	-4
- S=C(NCCC1=CCCCC1)Nc1ccccc1
    -3	103	9	14	-10	-0.3	101	4	-1
- COc1ccccc1-c1nc(SCC(=O)Nc2ccccc2)n[nH]1
    12	103	5	8	-18	-0.1	102	3	-4
- Cc1nc(NC(=O)c2ccc3c(c2)OCCO3)ccc1Br
    16	107	3	8	-20	0.0	101	1	4
- COC(=O)c1sccc1NC(=O)CN1CCN(c2ccc(F)cc2)CC1
    -3	101	-9	6	-11	-1.0	100	5	-1
- CCOC(=O)c1sc(N)c(C(=O)OC)c1C
    6	101	19	26	-1	-0.3	105	1	-5
- Fc1cccc(F)c1-c1nc(-c2ccncc2)no1
    16	106	1	28	-4	-0.2	104	3	-7
- O=C(NCc1ccccc1)c1c(O)c2cccc3c2n(c1=O)CCC3
    -7	103	-15	0	8	-0.1	99	5	-9

As entered above.
In MEKK2 mut-MEK5, COc1ccc(N2CCN(C(=O)c3ccc(F)cc3)CC2)c([N+](=O)[O-])c1 is listed with -1
In PHOSPHO1 inh, NS(=O)(=O)c1cc2c(cc1Cl)NC(C(Cl)Cl)NS2(=O)=O (stereo unspecified) is listed with 4
In OXTR ag, Cc1nc(S/C(C(=O)O)=C2/C(=O)Nc3ccccc32)n[nH]1 is listed with 0.1
